# Screening data from PubChem BioAssay.
# LYPLA2 inh: counter-screen for PME1 inhibitors: inhibitors of human LYPLA2; O95372; recombinant LYPLA2, FP-Rh probe fluorescence polarization; inhibition, % at 5.9 µM; 320,000 compounds, 0.38% hits;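 active means inhibition above the screen-wide mean plus 3 SD, limit set per campaign, cut at about 26% in these data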;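 further: 0% = LYPLA2 with DMSO and 100% = wells lacking LYPLA2 enzyme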
# Target sequence (O95372 whole entry, looked up): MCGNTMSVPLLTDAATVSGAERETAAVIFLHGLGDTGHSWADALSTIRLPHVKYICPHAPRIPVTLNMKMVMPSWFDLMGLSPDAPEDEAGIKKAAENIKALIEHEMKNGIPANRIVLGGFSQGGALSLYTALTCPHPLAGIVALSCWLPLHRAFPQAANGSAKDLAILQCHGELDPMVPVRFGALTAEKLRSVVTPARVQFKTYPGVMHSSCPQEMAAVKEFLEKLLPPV
# PAD4 inh: PAD4 (human) enzyme inhibition. recombinant PAD4, RCA probe fluorescence polarization. AID 485272. inhibition, % at 6.36 µM. 330,000 compounds, 0.41% hits. Q9UM07;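 active means percent inhibition above a cutoff equal to the mean of all tested compounds plus 3 SD, cut at about 15% in these data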;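 further: 0% = PAD4 with RCA probe and DMSO and 100% = probe without PAD4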
# PAFAH1B3 inh: blocks human PAF acetylhydrolase 1B catalytic subunit 3 | Q15102 | recombinant PAFAH1B3, FP-rhodamine probe, fluorescence polarization | inhibition, % at 3.39 µM | 340,000 compounds, 0.28% hits | AID 492972;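 active means inhibition above the screen-wide average of all tested compounds plus 3 SD, cut at about 25% in these data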;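 further: 0% = enzyme with DMSO only and 100% = wells lacking PAFAH1B3 protein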
# Target sequence (Q15102 whole entry, looked up): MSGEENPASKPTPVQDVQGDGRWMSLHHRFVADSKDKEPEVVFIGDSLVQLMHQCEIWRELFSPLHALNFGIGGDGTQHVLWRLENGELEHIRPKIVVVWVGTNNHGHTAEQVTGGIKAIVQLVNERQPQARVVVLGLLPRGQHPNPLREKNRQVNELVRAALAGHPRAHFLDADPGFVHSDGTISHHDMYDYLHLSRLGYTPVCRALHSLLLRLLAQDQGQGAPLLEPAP
# LYPLA1 counter: blocks human lysophospholipase 1, a PME1 counter-screen | O75608 | recombinant LYPLA1, FP-Rh probe fluorescence polarization | inhibition, % at 5.9 µM | 320,000 compounds, 0.16% hits;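 active means inhibition above the mean of all tested compounds plus 3 SD, set per campaign, cut at about 14% in these data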;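 further: inhibitors block serine hydrolase probe labeling of LYPLA1 so polarization falls; 0% = enzyme with DMSO and 100% = wells lacking LYPLA1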
# Target sequence (O75608 whole entry, looked up): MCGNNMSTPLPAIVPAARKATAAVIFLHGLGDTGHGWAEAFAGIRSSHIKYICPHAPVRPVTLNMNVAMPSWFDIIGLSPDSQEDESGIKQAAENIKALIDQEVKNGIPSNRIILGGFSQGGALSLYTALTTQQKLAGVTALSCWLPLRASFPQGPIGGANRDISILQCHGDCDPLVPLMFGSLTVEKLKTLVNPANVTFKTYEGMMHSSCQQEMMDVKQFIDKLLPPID
# GSTO1 inh: blocks human GSTO1 in RBBP9 counter-screen | P78417 | recombinant GSTO1, activity-based probe fluorescence polarization | inhibition, % at 5.96 µM | 300,000 compounds, 1.1% hits;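 active means inhibition above the campaign mean inhibition plus 3 SD, cut at about 35% in these data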;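 further: 0% = GSTO1-1 with DMSO and 100% = wells lacking GSTO1-1 enzyme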
# Target sequence (P78417 whole entry, looked up): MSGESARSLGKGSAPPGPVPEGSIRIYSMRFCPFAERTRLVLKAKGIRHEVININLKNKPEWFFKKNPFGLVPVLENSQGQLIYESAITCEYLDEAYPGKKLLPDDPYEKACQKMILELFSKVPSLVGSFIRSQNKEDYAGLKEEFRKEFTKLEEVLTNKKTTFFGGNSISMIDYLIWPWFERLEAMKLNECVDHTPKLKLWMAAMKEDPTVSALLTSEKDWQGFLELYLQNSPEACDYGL
# PAFAH2 inh: PAFAH2 (human) inhibition; recombinant PAFAH2, FP-rhodamine activity probe, fluorescence polarization; Q99487; AID 492956; inhibition, % at 3.39 µM; 340,000 compounds, 0.99% hits;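 active means inhibition above the mean over all tested compounds plus 3 SD, cut at about 30% in these data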;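 further: inhibitors block probe labeling of enzyme so polarization drops; 0% = enzyme with DMSO and 100% = wells lacking PAFAH2 protein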
# PAFAH1B2 inh: inhibitors of human PAFAH1B2; recombinant PAFAH1B2, FP-rhodamine activity probe, fluorescence polarization; AID 492953; inhibition, % at 3.39 µM; 340,000 compounds, 1.2% hits;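 active means inhibition above the mean of all tested compounds plus 3 SD, cut at about 24% in these data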;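 further: 0% = enzyme with DMSO and 100% = wells lacking PAFAH1B2; many of its hits are not listed in these tables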
# PREPL inhibitor: human PREPL enzyme inhibition | AID 2751 | Q4J6C6 | recombinant PREPL, fluorescence polarization activity-based probe | 320,000 compounds, 0.68% hits | inhibition, % at 5.96 µM; in the data active means inhibition above about 43%;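 further: 0% = enzyme with DMSO and 100% = wells lacking enzyme; many of its hits are not listed in these tables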
# pPAFAH inh: pPAFAH (human) enzyme inhibition; Q13093; recombinant pPAFAH, FP-rhodamine probe fluorescence polarization; inhibition, % at 3.39 µM; 330,000 compounds, 1.5% hits; AID 463082;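 active means inhibition above the mean inhibition across the screen plus 3 SD, cut at about 25% in these data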;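 further: inhibitors block binding of the rhodamine activity-based probe so polarization drops; 0% = enzyme with DMSO and 100% = wells lacking pPAFAH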
# The depositor's hits bear a star; . = no result given. This is a subset; the hit share may differ from the screen's.
# Values run as follows: LYPLA2 inh	PAD4 inh	PAFAH1B3 inh	LYPLA1 counter	GSTO1 inh	PAFAH2 inh	PAFAH1B2 inh	PREPL inhibitor	pPAFAH inh
- COc1ccc2c(CC(=O)NCCN3C(=O)S/C(=C\c4cccnc4)C3=O)coc2c1
  -9	-1	13	-2	6	4	0	3	-3
- COc1ccc(N(CC(=O)N2CCN(Cc3ccccc3)CC2)S(C)(=O)=O)c(OC)c1
  1	-1	1	0	3	3	2	-1	4
- O=S(=O)(Nc1cc(S(=O)(=O)N2CCOCC2)ccc1N1CCOCC1)c1ccc2c(c1)OCCO2
  -2	-2	-3	-4	9	0	-1	0	-2
- CCCCOc1ccc(C(=O)NCC(=O)OCC(=O)c2c(N)n(C)c(=O)n(C)c2=O)cc1
  .	-8	12	.	.	-3	4	27	-5
- O=C(Cn1nnc2ccccc21)Nc1ccccc1[N+](=O)[O-]
  5	0	2	-3	1	-1	-1	20	0
- CCN1CCN(c2nc(C)c3c(n2)CC(C)CC3=O)CC1 (stereo unspecified)
  5	2	7	4	6	6	0	3	4
- CCOC(=O)N1CCC(NC(=O)C2CCCN(C(=O)c3cc4sccc4n3C)C2)CC1 (stereo unspecified)
  -2	2	1	-1	-11	3	0	-5	1
- CCCCn1c(N)c(N(CCOC)C(=O)CSc2nnc(C)n2-c2ccc(OC)cc2)c(=O)[nH]c1=O
  0	0	3	1	7	-3	2	17	0
- N#Cc1cc([N+](=O)[O-])ccc1NCCc1ccccn1
  2	-4	7	2	-6	-3	-3	5	-3
- O=C(NCc1ccccc1Cl)C1CCN(S(=O)(=O)N2CCOCC2)CC1
  1	-8	0	1	5	1	4	8	5

# Values run as follows: LYPLA2 inh	PAD4 inh	PAFAH1B3 inh	LYPLA1 counter	GSTO1 inh	PAFAH2 inh	PAFAH1B2 inh	PREPL inhibitor	pPAFAH inh
- Brc1ccc(-c2nc(-c3ccncc3)no2)cc1
  -7	-2	3	-7	-10	-4	-1	-7	1
- O=C(NNC(=O)C1CCN(S(=O)(=O)c2cccc(Cl)c2)CC1)C1CC1
  -1	3	-2	2	5	1	3	4	5
- OC1CCCN(Cc2cccc3ccccc23)C1 (stereo unspecified)
  6	-5	-3	0	11	-4	8	11	2
- N/C(Cc1ccc(Cl)cc1)=N\OC(=O)c1ccccc1
  1	-1	3	2	3	83*	8	5	2
- Cc1nc2ccccn2c1C(=O)NNC(=O)Nc1ccccc1
  2	-2	-7	0	-1	-3	-2	1	2
- COc1ccc(CN(C(=O)Cc2cccs2)C(C(=O)NC2CCCC2)c2ccncc2)cc1 (stereo unspecified)
  0	0	1	2	6	6	-1	12	-3
- CCn1nc(NC(=O)c2ccccc2)c2cc3cccc(C)c3nc21
  -2	4	10	-3	-9	0	1	10	16
- CC(=O)NN1C(=O)c2ccc(Oc3ccc4c(c3)C(=O)N(NC(C)=O)C4=O)cc2C1=O
  5	-7	.	1	-11	.	.	-3	6
- COc1ccc(C(=O)Nc2ccccc2N2CCOCC2)cc1[N+](=O)[O-]
  1	1	-6	0	5	4	0	8	-3
- O=C(CSc1nnc(Nc2ccccc2F)s1)c1cc2ccccc2o1
  -31	-13	0	-20	14	-10	-3	-40	7

# Values run as follows: LYPLA2 inh	PAD4 inh	PAFAH1B3 inh	LYPLA1 counter	GSTO1 inh	PAFAH2 inh	PAFAH1B2 inh	PREPL inhibitor	pPAFAH inh
- CCOC(=O)C1CCN(S(=O)(=O)c2ccccc2[N+](=O)[O-])CC1
  3	0	.	0	7	.	.	-6	2
- COc1ccc(C(C#N)N2N=C(C)CC2(C)C)cc1OC (stereo unspecified)
  0	6	0	1	6	-11	1	-3	-8
- COc1ccccc1N1CCN(CCCC(=O)c2ccc(F)cc2)CC1
  1	-12	0	-2	3	5	-2	-3	3
- COc1ccc(NC(=O)C2CCC(CNc3c(N4CCCCC4)c(=O)c3=O)CC2)c(OC)c1 (stereo unspecified)
  4	-5	1	8	-4	-4	0	5	-10
- c1ccc(CCc2ccccc2-c2nc(-c3ccccn3)no2)cc1
  -2	0	-4	-1	9	-3	0	-16	2
- NC(=O)c1sc2nc(-c3cccnc3)ccc2c1N
  2	3	.	-2	-2	.	.	11	0
- CN(C)S(=O)(=O)N1CCN(c2ccc([N+](=O)[O-])cc2)CC1
  -2	0	4	2	0	3	5	-16	2
- CCCNC(=O)c1ccc(OC)cc1OC
  -3	1	-4	-1	6	19	2	-2	4
- COC(=O)COc1cc(C)cc2oc(=O)c(CC(=O)OC)c(C)c12
  -3	2	0	-4	-4	5	-3	-1	1
- O=C1OC(c2ccc3c(c2)OCO3)N(C(=O)c2ccc(Cl)c(Cl)c2)c2ccccc21 (stereo unspecified)
  0	-2	0	-2	-25	48*	5	9	-11

# Complete entries from above. Order of screens: LYPLA2 inh, PAD4 inh, PAFAH1B3 inh, LYPLA1 counter, GSTO1 inh, PAFAH2 inh, PAFAH1B2 inh, PREPL inhibitor, pPAFAH inh
# `COc1ccc(NC(=O)C2CCC(CNc3c(N4CCCCC4)c(=O)c3=O)CC2)c(OC)c1` (stereo unspecified) as listed: 4, -5, 1, 8, -4, -4, 0, 5, -10
# `CCOC(=O)C1CCN(S(=O)(=O)c2ccccc2[N+](=O)[O-])CC1` as listed: 3, 0, ., 0, 7, ., ., -6, 2
# `COC(=O)COc1cc(C)cc2oc(=O)c(CC(=O)OC)c(C)c12` as listed: -3, 2, 0, -4, -4, 5, -3, -1, 1

# Other structures follow:
# Values run as follows: LYPLA2 inh	PAD4 inh	PAFAH1B3 inh	LYPLA1 counter	GSTO1 inh	PAFAH2 inh	PAFAH1B2 inh	PREPL inhibitor	pPAFAH inh
- Cc1cc(=O)c(C(=O)Nc2cccc(N3CCCC3=O)c2)nn1-c1ccccc1F
  2	4	0	1	.	-4	2	-1	1
- O=c1c(Cl)nc2cc(Cl)ccc2n1CCNc1ncc(C(F)(F)F)cc1Cl
  -1	0	6	1	-1	-6	-2	-13	4
- CC(C)CN1C(=O)C(=O)N(CC(=O)Nc2cccc(Cl)c2Cl)C1=O
  1	3	-3	0	.	-3	3	6	2
- CCC1C(=O)C(CC)C(c2ccccc2)NC1c1ccccc1 (stereo unspecified)
  15	2	2	2	-5	2	-3	-6	8
- CCOC(=O)c1cnc(-c2ccccc2)nc1Oc1ccc(Cl)c(Cl)c1
  3	-4	5	5	6	11	8	-8	-4
- O=C(OCCn1cncn1)c1cc2ccccc2oc1=O
  -5	-9	2	-5	4	3	-1	1	1
- O=C(Cn1ncc2c([nH]c3ccccc32)c1=O)N1CCOCC1
  1	-1	7	2	1	-2	4	-3	2
- CCN(CC)C(=O)c1cnn(-c2ccccc2)c1NC(=O)c1cccs1
  7	-2	6	5	6	7	1	-6	5
- COc1ccc(-c2ccc(OC(=O)NC3CCS(=O)(=O)C3)cc2)cc1 (stereo unspecified)
  -5	0	6	-2	-7	8	5	-1	-2
- O=C(Nc1c2c(nn1-c1ccc(F)cc1)CS(=O)(=O)C2)C12CC3CC(CC(C3)C1)C2
  -3	-4	9	1	-2	11	12	5	-9

# Values run as follows: LYPLA2 inh	PAD4 inh	PAFAH1B3 inh	LYPLA1 counter	GSTO1 inh	PAFAH2 inh	PAFAH1B2 inh	PREPL inhibitor	pPAFAH inh
- CCn1c2ccc(/C(C)=N\O)cc2c2cc(/C(C)=N\O)ccc21
  2	-2	5	0	4	0	1	3	11
- Cc1cc(=O)[nH]c(Cc2ccc(OC(C)C)cc2)n1
  -1	-3	-5	0	-6	12	0	-1	2
- O=c1ccnc(S/C=C/c2ccccc2)[nH]1
  -2	-2	-4	-1	3	4	5	5	-2
- CCOc1cc(C(=O)NC(C)CCc2ccccc2)cc(OCC)c1OCC (stereo unspecified)
  2	-4	5	2	3	-8	3	1	4
- Cc1ccc(C(=O)C(O)C(c2ccc(C)cc2)N2CCCCC2)cc1 (stereo unspecified)
  -1	-5	-1	-1	-6	4	0	12	-6
- Cc1c(CCC(=O)O)c(=O)oc2cc3occ(-c4ccc(Br)cc4)c3cc12
  -12	-5	7	-8	-31	14	1	-23	14
- Clc1ccc(Nc2nc3cccnc3s2)cc1
  -6	1	7	-8	-23	6	-4	-9	6
- Cc1cc(CNC(=O)C2CCC(=O)N(CCc3ccc(Cl)cc3)C2)no1 (stereo unspecified)
  2	-2	0	-1	1	3	7	-3	7
- CCN(CC(=O)Nc1ccccc1C(F)(F)F)C(=O)CSCC(=O)Nc1cc(C)on1
  -3	-6	2	-2	-1	0	6	7	-3
- O=C1CSC(=S)N1/N=C/c1cc(Br)ccc1O
  -10	0	.	-7	12	.	.	-1	17

Compound | LYPLA2 inh | PAD4 inh | PAFAH1B3 inh | LYPLA1 counter | GSTO1 inh | PAFAH2 inh | PAFAH1B2 inh | PREPL inhibitor | pPAFAH inh
O=C(CSc1nnc(-c2ccco2)n1Cc1ccco1)NCc1ccccc1 | 5 | 0 | 11 | 5 | -2 | -3 | -2 | -2 | 3
COc1ccc2c(c1)C(C)=CC(C)(C)N2C(=O)Nc1ccccc1 | 4 | -5 | -3 | 2 | 28 | 9 | 4 | -7 | 10
Cc1cc([N+](=O)[O-])c(NC2CCCCC2)c([N+](=O)[O-])c1 | 4 | -8 | -1 | -3 | -6 | 3 | 2 | -1 | -2
CCCCn1c(N)c(N(CCOC)C(=O)c2cc(-c3ccco3)nc3ccccc23)c(=O)[nH]c1=O | 0 | -2 | 5 | 2 | 16 | 11 | 6 | -7 | 6
CCOC(=O)Cc1csc(NS(=O)(=O)c2ccc3ccccc3c2)n1 | -5 | -1 | 9 | -2 | 4 | 7 | 2 | 5 | -3
O=C(Nc1cccc2c1C(=O)NC2=O)c1ccc(S(=O)(=O)N2CCCC2)cc1 | 4 | 2 | 1 | 5 | 1 | 7 | 6 | -2 | 7
CCOc1ccc(Nc2nnc(SCc3nc4ccccc4c(=O)[nH]3)s2)cc1 | -4 | -4 | 5 | -5 | -11 | -5 | 2 | -11 | -4
COCCn1c(C)cc(C(=O)COC(=O)c2cncc(Br)c2)c1C | -1 | 5 | -1 | 0 | 8 | -3 | -1 | -1 | 0
O=C(CC1(C(F)(F)F)OCCO1)Nc1ccc2c(c1)OCO2 | -1 | 0 | 5 | 0 | 1 | 4 | 1 | 4 | -3
O=C(Nc1nncs1)c1ccc2c(c1)OCO2 | -1 | 3 | 5 | 2 | 11 | -1 | 7 | 1 | 0
Cc1ccc(S(=O)(=O)NCC(=O)NCC(=O)OC(C(=O)NC(N)=O)C(C)C)cc1C (stereo unspecified) | 4 | -3 | 1 | 2 | 0 | 4 | 6 | -1 | 2
Cn1c(=O)[nH]c(=O)c2c1ncn2CCN1CCOCC1 | 10 | -5 | 4 | 3 | 5 | -8 | 4 | -6 | 8
O=C(O)/C(=C\c1ccc(Br)cc1)c1ccc(S(=O)(=O)N2CCCCC2)s1 | 5 | 0 | -5 | 1 | -5 | 11 | 21 | 3 | 4

# Six compounds from above, ordered by the value under PAFAH1B2 inh, rising.
molecule,PAFAH1B2 inh
COCCn1c(C)cc(C(=O)COC(=O)c2cncc(Br)c2)c1C,-1
O=C(CC1(C(F)(F)F)OCCO1)Nc1ccc2c(c1)OCO2,1
CCOc1ccc(Nc2nnc(SCc3nc4ccccc4c(=O)[nH]3)s2)cc1,2
Cn1c(=O)[nH]c(=O)c2c1ncn2CCN1CCOCC1,4
CCCCn1c(N)c(N(CCOC)C(=O)c2cc(-c3ccco3)nc3ccccc23)c(=O)[nH]c1=O,6
O=C(O)/C(=C\c1ccc(Br)cc1)c1ccc(S(=O)(=O)N2CCCCC2)s1,21
